EZH2 inh: EZH2/PRC2 methyltransferase inhibitors, primary screen, biochemical, DELFIA time-resolved fluorescence, single point | inhibition, % at 12.5 µM | hit rate 0.35% among 57,000 | PRC2 H3K27 methylation, DELFIA TRF, 1 h;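 active = mean inhibition of replicates at least 50% and every single replicate also reaching 50%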;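 also: dimethyl H3K27 on biotinylated H3 21-44 peptide detected by antibody; plate controls were median neutral control wells for no effect and median positive control wells for full effect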
IDH1 R132H inh: inhibitors of IDH1 R132H reductase, primary screen, biochemical, plate reader, single point; Isocitrate dehydrogenase [NADP] cytoplasmic (Homo sapiens), O75874; diaphorase/resazurin fluorescence, 60 min; inhibition, % at 10 µM; hit rate 0.18% among 70,000; AID 624101, 2012; in the data active = inhibition above about 34%;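 also: 0% = DMSO and 100% = no enzyme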
Target sequence (O75874 whole entry R132H): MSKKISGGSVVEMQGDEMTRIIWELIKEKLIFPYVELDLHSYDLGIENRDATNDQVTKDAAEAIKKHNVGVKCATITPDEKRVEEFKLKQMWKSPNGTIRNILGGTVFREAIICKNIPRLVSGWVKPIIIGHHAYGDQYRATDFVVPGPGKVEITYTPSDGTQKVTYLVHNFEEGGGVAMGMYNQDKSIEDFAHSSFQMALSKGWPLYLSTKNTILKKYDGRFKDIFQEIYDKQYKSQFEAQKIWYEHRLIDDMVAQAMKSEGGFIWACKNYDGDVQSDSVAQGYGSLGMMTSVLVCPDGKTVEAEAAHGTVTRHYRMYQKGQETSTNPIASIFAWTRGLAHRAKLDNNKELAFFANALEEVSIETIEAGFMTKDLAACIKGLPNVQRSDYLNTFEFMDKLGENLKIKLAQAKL
* hit, by the source's call; nt = no result given; & = joins results of further samples. An excerpt, so the mix of outcomes need not match the whole.

SMILES	EZH2 inh	IDH1 R132H inh
C[C@H](CO)N1C[C@H](C)[C@H](CN(C)Cc2ccc3c(c2)OCO3)Oc2ccc(NC(=O)C3CC3)cc2C1=O	-1.5	nt
COCC(=O)N1C[C@H](C)[C@@H](OC)CN(C)C(=O)c2cc(NC(=O)c3cc(C)on3)ccc2OC[C@H]1C	2.3	-0.1
CC(C)NC(=O)Nc1ccc2c(c1)C(=O)N([C@@H](C)CO)C[C@H](C)[C@H](CN(C)Cc1ccncc1)OCCCC[C@H](C)O2	-3.0	5.3
C[C@H]1CCCCO[C@@H](CN(C)Cc2ccc(C(=O)O)cc2)[C@@H](C)CN([C@@H](C)CO)C(=O)c2cc(NS(=O)(=O)c3ccc(F)cc3)ccc2O1	nt	3.2
C[C@H](CO)N1C[C@H](C)[C@@H](CN(C)C(=O)Nc2ccc(C(F)(F)F)cc2)Oc2ccc(NC(=O)Nc3ccc(C(F)(F)F)cc3)cc2CC1=O	nt	1.5
C[C@@H]1CCCCO[C@H](CN(C)S(=O)(=O)c2cccs2)[C@H](C)CN([C@H](C)CO)C(=O)c2cc(NC(=O)CCC(F)(F)F)ccc2O1	nt	1.4
Cc1noc(C)c1S(=O)(=O)N(C)C[C@@H]1Oc2c(NC(=O)c3ccc(-c4nccs4)cc3)cccc2C(=O)N([C@@H](C)CO)C[C@@H]1C	nt	-17.8
Cc1cccc(N(CC(=O)NC(C)(C)C)S(=O)(=O)c2ccc(Cl)cc2)c1	6.0	-0.4
O=C(N[C@@H]1C=C[C@@H](CC(=O)N2CCOCC2)O[C@H]1CO)c1ccccn1	0.7	0.3
CCC(=O)Nc1ccc2c(c1)OC[C@@H](C)N(C(C)=O)C[C@H](C)[C@@H](OC)CN(C)C2=O	3.7	0.0
C[C@H](CO)N1C[C@H](C)[C@H](CN(C)C(=O)NC2CCCCC2)Oc2ccc(NC(=O)Cc3ccccc3)cc2CC1=O	6.8	-0.5
O=S(=O)(N[C@@H]1CC[C@H](CCn2cc(-c3ccccn3)nn2)O[C@H]1CO)c1cccc(F)c1	3.1	-0.1
COc1ccc(NC(=O)CCC(=O)O)cc1	3.0	0.2
CSc1nn(C)c2cnn(C)c(=O)c12	-7.0	2.8
COc1ccc(NC(=O)Nc2ccc3c(c2)C(=O)N([C@@H](C)CO)C[C@@H](C)[C@H](CN(C)C(=O)Nc2c(C)noc2C)OCCCC[C@@H](C)O3)cc1	nt	-0.7
O=C(CN1C(=O)C2C3C=CC(C4CC34)C2C1=O)Oc1ccccc1C(=O)Oc1ccccc1 (stereo not given)	-4.5	-0.1
C[C@H](CO)N1C[C@H](C)[C@@H](CN(C)CC2CCCCC2)Oc2ccc(NS(=O)(=O)c3cn(C)cn3)cc2CC1=O	2.2	0.3
CC(C)NC(=O)N(C)C[C@@H]1Oc2ccc(NC(=O)Nc3ccc(C(F)(F)F)cc3)cc2CC(=O)N([C@@H](C)CO)C[C@@H]1C	-1.3	1.7
C[C@@H]1CCCCO[C@@H](CN(C)C(=O)CCC(F)(F)F)[C@@H](C)CN([C@@H](C)CO)C(=O)c2cc(N(C)C)ccc2O1	1.2	-2.0
CNC[C@@H]1Oc2c(N)cccc2C(=O)N([C@@H](C)CO)C[C@@H]1C	4.7	1.8
C[C@@H]1CN([C@H](C)CO)C(=O)c2ccccc2-c2ccccc2CO[C@H]1CN(C)S(=O)(=O)c1ccc(C#N)cc1	-4.7	nt
O=C(Nc1cccc(C(F)(F)F)c1)c1ccc(NCc2ccco2)c([N+](=O)[O-])c1	5.4	-0.1
C[C@@H]1CN([C@H](C)CO)C(=O)c2cc(NC(=O)Nc3cccc4ccccc34)ccc2O[C@@H](C)CCCCO[C@H]1CN(C)Cc1ccc(C(F)(F)F)cc1	nt	4.0
C[C@@H]1CN([C@@H](C)CO)C(=O)c2cc(-c3ccc(C#N)cc3)cnc2O[C@H]1CN(C)Cc1ccncc1	nt	0.5
O=C(C[C@@H]1C=C[C@@H](NC(=O)c2cccc(F)c2)[C@H](CO)O1)Nc1nccs1	-5.7	0.4
C[C@@H]1CN([C@@H](C)CO)C(=O)Cc2cc(NS(C)(=O)=O)ccc2O[C@H]1CN(C)Cc1ccc(C(=O)Nc2ccccc2N)cc1	nt	1.3
CC(C)NC(=O)Nc1ccc2c(c1)C(=O)N([C@@H](C)CO)C[C@H](C)[C@@H](CN(C)Cc1ccc(Cl)c(Cl)c1)O2	2.5	nt
O=S(=O)(N[C@@H]1CC[C@H](CCn2cc(-c3ccc(F)cc3)nn2)O[C@H]1CO)c1ccccc1F	-2.3	-0.5
CNC[C@H]1OCCCC[C@@H](C)Oc2ccc(NC(=O)NC(C)C)cc2C(=O)N([C@@H](C)CO)C[C@@H]1C	18.1	3.8
C[C@@H]1CCCCO[C@@H](CN(C)C(=O)c2ccccc2)[C@@H](C)CN([C@H](C)CO)C(=O)c2cc(NS(C)(=O)=O)ccc2O1	1.5	0.7
COc1ccc(S(=O)(=O)Nc2cccc3c2O[C@@H](CN(C)S(=O)(=O)c2cccs2)[C@H](C)CN([C@@H](C)CO)C3=O)cc1	nt	-0.3
CCC(=O)N(C)C[C@@H]1Oc2ncc(Br)cc2C(=O)N([C@H](C)CO)C[C@H]1C	4.1&-8.8	0.3
C[C@@H]1CN([C@@H](C)CO)C(=O)c2cc(-c3ccccc3F)cnc2O[C@H]1CN(C)C(=O)CN(C)C	-15.8	-3.8
Cc1ccc(S(=O)(=O)Nc2ccc3c(c2)C(=O)N([C@H](C)CO)C[C@@H](C)[C@@H](CN(C)C(=O)NC(C)C)O3)cc1	3.6	2.3
C[C@H](CO)N1C[C@H](C)[C@H](CN(C)Cc2ccccc2)Oc2ncc(-c3cccc(C#N)c3)cc2C1=O	nt	0.2
O=C(O)CCCCCCC(=O)N/N=C/c1ccncc1Br	-13.0	nt
CC(=O)N(C)C[C@H]1Oc2cc(-c3ccncc3)ccc2S(=O)(=O)N([C@@H](C)CO)C[C@H]1C	-16.5	2.1
C[C@@H]1CN([C@H](C)CO)C(=O)Cc2cc(NC(=O)CCN3CCOCC3)ccc2O[C@H]1CN(C)Cc1ccc(-c2ccccc2)cc1	nt	1.1
COc1ccc(S(=O)(=O)N(C)C[C@H]2Oc3c(NC(=O)c4cc(C)nn4C)cccc3C(=O)N([C@H](C)CO)C[C@H]2C)cc1	nt	1.4
Cc1ccc(S(=O)(=O)N(C)C[C@@H]2Oc3c(NC(=O)NC(C)C)cccc3C(=O)N([C@H](C)CO)C[C@H]2C)cc1	9.7	nt
Cc1cc(C)n2nc(SCC(=O)c3ccc4c5c(cccc35)CC4)nc2n1	nt	-0.2
CC(C)CC#Cc1ccc2c(c1)O[C@@H](CN(C)Cc1ccncc1)[C@H](C)CN([C@@H](C)CO)S2(=O)=O	nt	1.2
COCCNC(=O)C[C@H]1CC[C@@H](NC(=O)NC2CCCCC2)[C@H](CO)O1	0.4	0.5
CO[C@@H]1CN(C)C(=O)c2cc(NC(=O)c3ccc4c(c3)OCO4)ccc2OC[C@@H](C)NC[C@@H]1C	5.8	-0.1
C[C@H]1CN([C@@H](C)CO)C(=O)c2ccccc2-c2ccccc2CO[C@H]1CN(C)C	-1.9	0.4

Single records, as listed above. Order of screens: EZH2 inh	IDH1 R132H inh
C[C@@H]1CN([C@H](C)CO)C(=O)Cc2cc(NC(=O)CCN3CCOCC3)ccc2O[C@H]1CN(C)Cc1ccc(-c2ccccc2)cc1 reads nt	1.1
Cc1cc(C)n2nc(SCC(=O)c3ccc4c5c(cccc35)CC4)nc2n1 reads nt	-0.2
CC(C)CC#Cc1ccc2c(c1)O[C@@H](CN(C)Cc1ccncc1)[C@H](C)CN([C@@H](C)CO)S2(=O)=O reads nt	1.2

The list continues:
SMILES	EZH2 inh	IDH1 R132H inh
CC(C)NC(=O)N(C)C[C@H]1OCCCC[C@H](C)Oc2ccc(NS(=O)(=O)c3ccc(F)cc3)cc2C(=O)N([C@@H](C)CO)C[C@H]1C	nt	0.0
COc1c(C(O)CC(C)C)ccc2c1C(=O)OCc1cc(C)cc(O)c1O2 (stereo not given)	-1.1	-0.4
COC(=O)C[C@@H]1CC[C@H](NS(=O)(=O)c2ccc(OC)cc2)[C@@H](CO)O1	-1.5	0.2
CCCNC(=O)N(C)C[C@@H]1Oc2cc(C#CCC(C)C)ccc2S(=O)(=O)N([C@@H](C)CO)C[C@H]1C	nt	0.6
O=C(C[C@@H]1CC[C@H](NC(=O)Nc2ccc3c(c2)OCO3)[C@@H](CO)O1)NCc1ccc(Cl)cc1	-6.7	0.4
COc1ccc(S(=O)(=O)N(C)C[C@H]2Oc3ccc(NC(=O)Cn4cnnn4)cc3C(=O)N([C@H](C)CO)C[C@H]2C)cc1	nt	-1.7
COc1ccc(CN(C)C[C@H]2Oc3c(NS(=O)(=O)c4ccc(C)cc4)cccc3C(=O)N([C@@H](C)CO)C[C@@H]2C)cc1	-6.5	nt
COc1ccc(CN(C)C[C@H]2Oc3ccc(NC(=O)Cc4cn(C)c5ccccc45)cc3CC(=O)N([C@@H](C)CO)C[C@@H]2C)cc1	-28.7	-6.9
O=C(CSc1nnc2ccccn12)Nc1c(Cl)cc(Cl)cc1Cl	-9.0	0.3
Cc1ccc(S(=O)(=O)N[C@@H]2CC[C@@H](CCn3cc(-c4cccc(F)c4)nn3)O[C@@H]2CO)cc1	7.5	-0.3
O=C(NC1CCS(=O)(=O)C1)c1ccc(S(=O)(=O)NCC2CCCO2)cc1 (stereo not given)	nt	0.2
CC(C)CC1(C)N=C(c2ccccc2)C(=S)N1 (stereo not given)	3.5	0.1
Cc1ccc(NC(=O)CCN2C(=O)c3ccccc3S2(=O)=O)cc1Cl	-1.8	0.2
CC(C)NC(=O)Nc1cccc2c1O[C@@H](CN(C)S(=O)(=O)c1cccs1)[C@@H](C)CN([C@H](C)CO)C2=O	nt	-0.2
COc1cccc(NC(=O)Nc2ccc3c(c2)OC[C@@H](C)N(CC2CC2)C[C@@H](C)[C@H](OC)CN(C)C3=O)c1	-15.5	0.0
O=c1nc(NCc2ccco2)sc2ncccc12	8.8	0.3
C[C@@H]1CN([C@H](C)CO)C(=O)c2cc(NC(=O)C3CCCCC3)ccc2O[C@H]1CN(C)C(=O)Nc1cccc2ccccc12	5.3	-1.9
Nc1nnc(SCC(=O)Nc2ccccc2N2CCOCC2)s1	-5.6	2.0
CC(C)(C)Sc1nc2ccccc2[nH]c1=S	18.3	14.3
COc1cccc(S(=O)(=O)Nc2ccc3c(c2)[C@@H]2C[C@H](CC(=O)N(C)C)O[C@H](CO)[C@@H]2O3)c1	11.2	-2.9
C[C@@H]1CN([C@H](C)CO)C(=O)Cc2cc(NC(=O)c3ccncc3)ccc2O[C@H]1CN(C)S(C)(=O)=O	0.8	3.8
Cc1ccc(S(=O)(=O)N(C)C[C@@H]2Oc3ccc(NC(=O)Nc4ccc(F)cc4)cc3C(=O)N([C@@H](C)CO)C[C@H]2C)cc1	-4.8	nt
C[C@H](CO)N1C[C@H](C)[C@H](CN(C)Cc2cccc(C(=O)O)c2)Oc2ncc(C#C[C@@H](C)O)cc2C1=O	3.5	0.3
COc1cccc(-c2nnc(SCC(N)=O)n2-c2ccc(Cl)cc2)c1	0.0	-0.4
O=C(NO)c1cccc(C(=O)N/N=C/c2ccc(N3CCCC3)cc2)c1	5.3	0.2
C[C@@H]1CN([C@@H](C)CO)C(=O)c2cc(C#Cc3cccnc3)cnc2O[C@H]1CN(C)S(C)(=O)=O	6.0	-0.1
CCN(C(=O)CSc1nc2sc(C)c(C)c2c(=O)n1-c1ccccc1)c1ccccc1	13.8	-0.3
O=C(NCC[C@H]1CC[C@H](NS(=O)(=O)c2cccc(F)c2)[C@@H](CO)O1)C1CCCC1	-2.2	0.2
C[C@@H]1CN([C@@H](C)CO)S(=O)(=O)c2ccc(C#C[C@@H](C)O)cc2O[C@H]1CN(C)CC1CC1	-2.1	nt
O=C(NO)c1ccc(C(=O)N/N=C/c2ccc(O)c(O)c2O)cc1	89.1*	-0.3
C[C@@H]1CN([C@@H](C)CO)C(=O)c2cc(C#CC3CC3)cnc2O[C@H]1CN(C)C(=O)Nc1ccccc1	-20.0	1.8
O=C(Cn1nnc2sc3c(c2c1=O)CCCC3)NCc1ccco1	nt	2.4
Cc1noc(C)c1S(=O)(=O)N(C)C[C@H]1OCCCC[C@@H](C)Oc2ccc(NC(=O)NC(C)C)cc2C(=O)N([C@@H](C)CO)C[C@@H]1C	nt	-0.5
CO[C@@H]1CN(C)C(=O)c2cc(NS(=O)(=O)c3cn(C)cn3)ccc2OC[C@H](C)N(C)C[C@H]1C	-4.2	nt
C[C@@H]1CN([C@@H](C)CO)C(=O)Cc2cc(NC(=O)CCCCCC(=O)Nc3ccccc3N)ccc2O[C@H]1CN(C)Cc1ccc2c(c1)OCO2	nt	-1.6
COCC(=O)N(C)C[C@@H]1Oc2cc(-c3ccc(C)cc3)ccc2S(=O)(=O)N([C@H](C)CO)C[C@H]1C	-8.8	-0.2

Random excerpt: five records from the list
SMILES	EZH2 inh	IDH1 R132H inh
O=C(Cn1nnc2sc3c(c2c1=O)CCCC3)NCc1ccco1	nt	2.4
C[C@@H]1CN([C@@H](C)CO)C(=O)c2cc(C#CC3CC3)cnc2O[C@H]1CN(C)C(=O)Nc1ccccc1	-20.0	1.8
Cc1noc(C)c1S(=O)(=O)N(C)C[C@H]1OCCCC[C@@H](C)Oc2ccc(NC(=O)NC(C)C)cc2C(=O)N([C@@H](C)CO)C[C@@H]1C	nt	-0.5
C[C@@H]1CN([C@@H](C)CO)C(=O)Cc2cc(NC(=O)CCCCCC(=O)Nc3ccccc3N)ccc2O[C@H]1CN(C)Cc1ccc2c(c1)OCO2	nt	-1.6
CO[C@@H]1CN(C)C(=O)c2cc(NS(=O)(=O)c3cn(C)cn3)ccc2OC[C@H](C)N(C)C[C@H]1C	-4.2	nt

Screens from PubChem.
